Screens (PubChem)
CHRM1 agonist – agonists of human M1 muscarinic receptor; P11229; CHO-K1 hM1, Fluo-8 calcium fluorescence, agonist mode; 0% DMSO, 100% acetylcholine EC100; activation, % at 3 µM; 360,000 tested, 0.33% active;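 active = activation above the run's mean compound activation plus 3 SD, cut at about 16% in these data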;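 also: peak over basal fluorescence ratio within a 140 s kinetic read after compound addition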
Target sequence (P11229 whole entry, looked up): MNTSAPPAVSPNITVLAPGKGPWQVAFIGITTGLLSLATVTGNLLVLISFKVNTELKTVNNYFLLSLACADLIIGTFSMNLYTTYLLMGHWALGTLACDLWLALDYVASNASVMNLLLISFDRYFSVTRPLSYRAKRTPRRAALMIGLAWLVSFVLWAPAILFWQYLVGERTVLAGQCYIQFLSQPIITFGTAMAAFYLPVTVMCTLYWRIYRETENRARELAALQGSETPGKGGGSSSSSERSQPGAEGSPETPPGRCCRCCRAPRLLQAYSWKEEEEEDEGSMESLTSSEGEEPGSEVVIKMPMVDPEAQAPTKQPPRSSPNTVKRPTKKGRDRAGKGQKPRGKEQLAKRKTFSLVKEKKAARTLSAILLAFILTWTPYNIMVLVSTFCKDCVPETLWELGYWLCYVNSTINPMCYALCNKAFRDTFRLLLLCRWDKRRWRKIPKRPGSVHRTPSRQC
CHO parental Ca – counter-screen: ATP calcium response change in parental CHO cells | inhibition, % at 5.6 µM | AID 463079 | parental CHO-K1, ATP-induced calcium, Fluo-8 fluorescence | 330,000 tested, 0.63% active;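 active = inhibition above that plate's mean sample inhibition plus 3 SD, cut at about 26% in these data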;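 also: 0% = ATP-challenged DMSO wells and 100% = DMSO wells without ATP; some compounds past the cut are filed as inactive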
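Assay system – parental CHO cells · Reagent – ATP stimulus · Detection – intracellular calcium via Fluo-8 no-wash fluorescent dye · Evaluation – percent inhibition of ATP-evoked calcium rise, normalized to controls · Controls – ATP wells versus no-ATP DMSO wells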
M1 ag parental – nonselective activator or artifact in parental CHO-K1 cells; Fluo-8 calcium fluorescence; scaled to maximal ATP response, vehicle zero; activation, % at 3 µM; 360,000 tested, 0.48% active; AID 602248; in the data active = activation above about 15%;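 also: untransfected CHO-K1 host cells lacking M1 receptor as counterscreen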
OXTR potentiator – potentiators of human oxytocin receptor; P30559; CHO-OTR cells, Fluo-8 calcium fluorescence, potentiator mode; 0% = oxytocin EC15, 100% = EC100; activation, % at 3 µM; 320,000 tested, 0.061% active; AID 2445;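 active = activation above that plate's cutoff, the mean activation of tested compounds plus 3 SD, cut at about 6.6% in these data, passing the limit was not always enough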;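 also: 100% uses oxytocin at 75 nM as the full agonist control; some results filed as inactive read as strong as hits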
Target sequence (P30559 whole entry, looked up): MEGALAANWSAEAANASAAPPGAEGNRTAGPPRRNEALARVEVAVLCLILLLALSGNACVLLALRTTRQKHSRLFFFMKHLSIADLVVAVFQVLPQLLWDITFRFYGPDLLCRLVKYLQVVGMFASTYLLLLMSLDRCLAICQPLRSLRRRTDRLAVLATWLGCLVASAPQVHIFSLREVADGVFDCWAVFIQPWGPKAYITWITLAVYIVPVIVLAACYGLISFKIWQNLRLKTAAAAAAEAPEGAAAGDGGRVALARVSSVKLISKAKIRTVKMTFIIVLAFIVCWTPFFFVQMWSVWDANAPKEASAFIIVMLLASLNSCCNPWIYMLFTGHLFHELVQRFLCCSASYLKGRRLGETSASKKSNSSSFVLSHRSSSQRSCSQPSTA
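Replication – single well per compound, singlicate · Assay system – CHO cell line stably expressing human OTR · Timing – 6 min pre-incubation, 100 s read · Measure – normalized max/min fluorescence ratio, % activation · Doses – 3.0 µM, one dose · Detection – Fluo-8 calcium dye fluorescence · Probe or stimulus – oxytocin near EC15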
TAAR1 agonist – human TAAR1 agonism. Q96RJ0. CHO RD-HGA16 TAAR1, Fluo-8 calcium fluorescence; vehicle wells 0%, saturating PEA agonist 100%. AID 624467. 360,000 tested, 0.99% active. activation, % at 3 µM;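 active = activation above the mean activation of all test compounds in the run plus 3 SD, cut at about 38% in these data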
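Test system: RD-HGA16 (CHO) cells co-expressing Gα16 and hTAAR1; dosing: one-point dosing at 3 µM (nominal); timing: 17-24 h seeding, 75 min 37 °C dye, 30 min RT; signal: kinetic Fluo-8 calcium fluorescence; read-out basis: % activation relative to PEA EC100 response; controls: DMSO and PEA EC100; replicates: n 1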
TAAR1 antagonist – antagonists of human TAAR1; inhibition, % at 3 µM; CHO RD-HGA16 TAAR1, Fluo-8 calcium fluorescence, antagonist; AID 624466; 360,000 tested, 1.5% active;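 active = inhibition above a per-plate cutoff, the mean inhibition of test compounds on that plate plus 3 SD, cut at about 49% in these data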;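 also: 0% = DMSO plus EC80 beta-PEA response and 100% = DMSO alone without agonist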
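Assay system: RD-HGA16 CHO cells with stable hTAAR1 and Gα16 / Reagent: EC80 β-phenethylamine stimulus / Doses: 3 µM, single point / Timing: dye loading 75 min at 37 °C, then 30 min room temperature / Measured by: Fluo-8 intracellular calcium dye fluorescence, real-time kinetic reads / Controls: vehicle wells and EC80 agonist wells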
CHO-K1 Ca antag – counter-screen for M1 antagonists: effect in parental CHO-K1 cells. ATP-induced calcium, Fluo-8 fluorescence. inhibition, % at 3 µM. 360,000 tested, 0.6% active. AID 602250;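 active = inhibition above a per-plate cutoff, the plate's mean sample inhibition plus 3 SD, cut at about 24% in these data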;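 also: 0% = DMSO plus EC80 ATP and 100% = DMSO alone without ATP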
V1R ag counter – V1a receptor agonism, counter-screen for OXTR agonists; activation, % at 3 µM; P37288; 320,000 tested, 0.25% active; CHO-V1R cells, Fluo-8 calcium fluorescence, agonist mode; 0% DMSO, 100% 3 nM vasopressin;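 active = activation above the mean activation of all tested compounds plus 3 SD, per screening run, cut at about 20% in these data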;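 also: signal is peak over basal fluorescence ratio across a 100 second FLIPR read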
M1 PAM parental – M1 PAM counterscreen hit in parental CHO-K1 cells; activation, % at 3 µM; ATP EC20, Fluo-8 calcium fluorescence; 0% at ATP EC20, 100% at ATP max; 360,000 tested, 0.02% active; AID 602247;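 active = activation above the run cutoff, the mean activation of all test compounds plus 3 SD, cut at about 40% in these data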;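 also: peak over basal fluorescence ratio in a 140 s read after ATP addition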
* marks the source's active call; other numbers are inactive results; . = not tested or not shown.

structure,M1 PAM parental,CHRM1 agonist,V1R ag counter,TAAR1 antagonist,M1 ag parental,CHO-K1 Ca antag,OXTR potentiator,CHO parental Ca,TAAR1 agonist
C=CCNC(=O)C(=O)NCCCN1CCOCC1,10,-6,-0.1,0,0.3,-4,-1,-11,-1
CC(=O)NC(CCS(C)(=O)=O)C(=O)Nc1ccccc1C (configuration not stated),22,-4,0.9,-12,1.2,-13,-7,0,5
O=C(NC1CCN(C(=O)c2ccccc2Br)CC1)c1ccccc1,8,3,0.4,-19,2.6,-10,-14,7,1
O=C(Cn1cnc2c(nnn2-c2ccccc2)c1=O)N1CCC(Cc2ccccc2)CC1,20,-4,0.5,-4,0.4,-8,-5,-1,2
C=CCn1c(SC2CCOC2=O)nc2scc(C3CC3)c2c1=O (configuration not stated),1,-5,-0.2,-7,0.1,-12,-17,-13,11
O=C(NCc1cccnc1)c1ccccc1NS(=O)(=O)c1ccc(F)cc1F,-8,-1,2.2,-5,2.3,-6,-12,-1,5
Cc1ccc(S(=O)(=O)N(C)c2ccc(OCC(=O)Nc3nc4c(ccc5ccccc54)s3)cc2)cc1,16,-2,1.3,-14,0.9,-5,-1,-2,-1
CCCS(=O)(=O)NCCc1cc2ccc(C)cc2[nH]c1=O,25,-3,0.1,-1,0.9,-9,-2,-6,5
Cc1nc2c(OCC(=O)C(C)(C)C)cccn2c1N(C)Cc1cccs1,10,-5,.,-7,2.7,-2,.,.,5
CCOc1ccc(-c2nnc(SCC(=O)NC(C)(C)C)nc2-c2ccc(OCC)c(OC)c2)cc1OC,11,-4,-0.6,-26,-0.9,-13,2,-23,-2
COc1ccc(Cl)cc1/C=N/NC(=O)c1c(-c2ccccc2)noc1C,11,0,.,-19,4.7,-7,.,.,0
O=C(NCCN1CCOCC1)C1CCN(S(=O)(=O)N2CCCCC2)CC1,-7,-7,0.3,4,0.5,-7,-11,3,9
COc1ccc(S(=O)(=O)N2CCOCC2)cc1NC(=O)c1ccc(OC(F)F)cc1,-27,-3,.,1,0.2,6,.,.,0
CC(C)c1ccc(NC(=O)C2(C)Cc3c(-c4cccc(C(F)(F)F)c4)ccnc3O2)cc1 (configuration not stated),21,-5,.,-28,0.9,-2,.,.,2
O=C(Nc1ccccc1)C1=C[C@H](c2coc3ccccc3c2=O)C[C@H](OCCCCO)O1,1,-6,-0.6,16,0.5,-3,13,-24,8
COC(=O)c1c(N)[nH]c(C(=O)c2ccccc2)c1-c1ccc(Cl)cc1,25,.,.,-6,1.7,-34,.,.,14
CN1C(=O)/C(=C/c2ccccc2OCc2cccc(F)c2)NC1=S,18,-4,-0.4,42,0.1,-18,-13,-4,25
CCCCCCC(=O)Nc1c2c(nc3ccccc13)N(C)CC2,16,-5,0.2,11,1.4,-3,-14,-17,1
COc1ccc(NS(=O)(=O)c2ccc(Oc3c(C#N)cccc3C#N)cc2)cc1,-29,9,15,39,12,49*,-19,32,16
Clc1nnc(NC2CCCCC2)c(Cl)c1Cl,27,-3,.,11,2.7,-13,.,.,0
COc1ccc(C=O)c(-c2c(-c3ccccc3OC)sc3ccccc23)c1,21,.,.,-7,2.4,-29,.,.,3
CCOC(=O)N1CCN(S(=O)(=O)c2cc([N+](=O)[O-])c(C)cc2C)CC1,19,-10,-0.3,12,0.8,-3,-23,-20,-1
O=c1oc2c3c4c(cc2c(C(F)(F)F)c1CCN1CCOCC1)CCCN4CCC3,12,25*,33*,11,26*,4,-12,9,41*
Cc1cc(-c2nc(C)c(C(=O)NNC(=O)NC(C)C)s2)no1,17,-3,0.8,-8,0.2,-5,-3,-12,0
O=C(NCc1ccc(F)cc1)C1CCN(C(=O)Nc2ccc(F)cc2)CC1,7,-2,-0.9,-9,-0.4,-10,-5,8,11
COc1ccccc1Nc1nc(-c2cccc([N+](=O)[O-])c2)nc2ccccc12,-3,0,-0.4,10,0.7,14,-6,-4,14
Cn1cnc(S(=O)(=O)N2CCN(C(c3ccc(F)cc3)c3ccc(F)cc3)CC2)c1,10,-4,0.1,-15,0.8,-16,-10,-1,2
Cc1ccc(S(=O)(=O)N(Cc2ccccc2)c2ccccc2C(=O)N2CCCCC2)cc1,12,-5,0.5,-34,0.0,-14,-11,-22,3
CC(C)CCN(C(=O)c1csnn1)C(C(=O)NC1CCCCC1)c1ccc(F)cc1 (configuration not stated),20,-10,-0.2,9,-0.1,-14,7,-5,0
Cc1ccc(NC(=S)NCc2ccc(Cl)cc2)c(C)c1,3,-5,7.4,-7,0.7,-11,-17,-1,0
COCCN(C(=S)Nc1ccc(OC)cc1)C1CCN(C(C)=O)CC1,0,-6,1.1,-11,-0.1,-1,-6,0,2
CCCn1c(=N)c(S(=O)(=O)c2ccc(F)cc2)cc2c(=O)n3ccccc3nc21,6,-6,-1.0,-12,-0.1,3,-2,-15,-2
N#CC12CCCCC1CC1CCCCC1(C#N)N2Cc1cccnc1 (configuration not stated),-6,-6,0.2,-9,0.2,-19,-6,-11,5
O=C(C1=C(O)C(=O)N(CCN2CCOCC2)C1c1ccc([N+](=O)[O-])cc1)c1cccs1 (configuration not stated),-11,-2,-0.5,.,0.1,-20,-3,-2,.
COc1ccc(/C(=C/c2ccc(OC(F)F)c(OC)c2)C(=O)O)cc1OC,23,-7,0.6,-8,0.9,-8,-8,-3,2
Cc1ccc(Oc2ccc(OCC(=O)NC3CCS(=O)(=O)C3)cc2)cc1 (configuration not stated),7,0,9.3,15,12,-11,-13,10,1
O=C(Cn1ncn2c(cc3ccccc32)c1=O)NCCC1=CCCCC1,0,-4,-1.1,-10,-0.3,-26,-6,-3,-3
COc1cccc(N=Nc2c(=O)[nH]n3c(C)cc(C)nc23)c1,24,-3,-0.8,-19,9.5,-2,-7,-7,0
N#CC1=C(N)Oc2cc(N)ccc2C1c1cccnc1 (configuration not stated),-13,-1,1.2,-15,0.0,10,3,4,4
CS(=O)(=O)c1ccc2nc(NC(=O)c3ccc(Cl)nc3)sc2c1,16,0,1.7,1,4.5,-22,-10,10,8
NNC(=O)c1ccc(Cn2cc(Cl)cn2)cc1,22,-8,1.4,11,4.3,-8,-5,-2,1
CC(OC(=O)C1CC1C)C(=O)Nc1ncc(Cl)cc1Cl (configuration not stated),11,-1,-0.6,-9,0.3,-7,-2,-15,0
CCCN1C(=O)/C(=C/c2ccc(N3CCOCC3)cc2)NC1=S,1,14,31*,43,24*,15,-35,24,54*
COC(=O)C1=NN(c2ccccc2)C2(S1)S/C(=C\c1ccccc1)C(=O)N2c1ccccc1 (configuration not stated),10,-2,0.7,-36,0.2,-11,-13,-22,0
CCOc1cc(C=O)ccc1OS(=O)(=O)c1ccc(NC(C)=O)cc1,-3,0,5.2,12,5.7,6,-9,7,8
O=C(CNc1n[nH]c(=O)[nH]c1=O)N/N=C/C=C/c1ccccc1,5,-3,0.5,-25,0.1,-4,-2,-1,3
CN(C)c1ccc(/C=N\Nc2nc(-c3ccccc3)cc(=O)[nH]2)cc1,21,-8,-0.8,-7,0.4,-9,-5,-28,0
N#CCC(=O)Nc1ccc(C(=O)NNC(=S)NC2CC2)cc1,-4,4,.,-6,0.1,1,.,.,5
Cc1cc(C)nc(NS(=O)(=O)c2cccs2)c1,9,-6,0.9,-22,-0.1,-4,-3,0,2
Cc1ccccc1N1C(S)=C(C#N)C(=O)NC12CCCCC2,-8,-4,-0.1,4,0.2,16,-4,-12,0
Cc1cccc(-n2c(Cc3cc(=O)[nH]c(=O)[nH]3)nnc2SCC(=O)N2CCc3ccccc32)c1,22,-5,0.6,-22,2.0,-7,-5,5,2
Cc1ccc2cc(NC(=O)c3ccccc3)ccc2n1,-13,6,2.2,3,0.3,6,-11,-21,3
Cn1c(=O)oc2cc(S(=O)(=O)CCC(=O)N3CCN(c4ccccc4F)CC3)ccc21,-9,0,-0.9,-20,-0.6,-11,-12,-19,0
Cc1ccc([C@H]2C(C(=O)O)=CC[C@@H](c3cccc(Cl)c3)N2S(=O)(=O)c2ccc(C)cc2)cc1,1,-5,.,-7,0.2,5,.,.,1
COc1ccc(S(=O)(=O)N2CCOCC2)cc1NC(=O)c1ccc(-n2nc(C)cc2C)cc1,11,0,2.2,-5,1.1,-14,-1,-18,2
CCC(C)NC(=O)CC(c1ccc(OC)cc1)n1cccc1 (configuration not stated),18,-4,1.1,0,0.1,-8,-7,-14,-2

Continued.
structure,M1 PAM parental,CHRM1 agonist,V1R ag counter,TAAR1 antagonist,M1 ag parental,CHO-K1 Ca antag,OXTR potentiator,CHO parental Ca,TAAR1 agonist
CCOC(=O)c1c(S(=O)(=O)NCC(=O)N2CCN(c3cccc(OC)c3)CC2)c(C)n(C)c1C,-12,-4,0.2,-22,-0.5,3,4,-25,1
O=C(NNc1cccc(Cl)n1)Nc1cccc(Cl)c1,0,-2,3.0,-24,-0.1,3,-14,-21,18
COc1ccc(C(=O)NCC(=O)N=Nc2c(O)n(Cc3ccccc3)c3ccccc23)cc1OC,23,-11,0.3,2,1.8,-4,-8,-15,3
CC(NC(=O)COC(=O)/C=C/c1cccc(C(F)(F)F)c1)c1ccccc1 (configuration not stated),9,-5,2.0,4,0.7,-14,-6,-5,-2
CC1Cc2nc(SCC(=O)NCc3ccco3)n(-c3ccccc3)c(=O)c2S1 (configuration not stated),17,-5,-0.5,-13,-0.3,-7,0,-10,-2
O=C(/C=C/c1cccc(C(F)(F)F)c1)OCC(=O)N1CCN(c2ccccc2)CC1,-5,-2,0.7,-6,-0.1,-6,-6,-16,1
